# Assay outcomes from PubChem.
# KB-V1 cytotox: KB-V1 MDR subline cytotoxicity | Potency, µM (titrated, usually from 46.1 µM), for the others: top-dose activity change, negative = cytotoxicity, hits mostly cytotoxic | AID 1347076 | hit rate 3.4% among 400,000 | KB-V1 MDR cells viability, CellTiter-Glo, 72 h; note: potency is the fitted concentration of half-maximal effect; % is set by controls: 0 for no effect and ±100 for the full control effect; nearly all actives have a fitted effect of over 60% in size
#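 Cells of the MDR subline KB-V1 are plated, dosed with compound at multiple concentrations, and incubated 72 h at 37 degrees C; CellTiter-Glo is then added and luminescence read after 10 min.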
# HT1080NT lethal: kills 2HG-producing HT-1080-NT fibrosarcoma cells. hit rate 1.6% among 360,000. HT-1080-NT fibrosarcoma viability, CellTiter-Glo ATP luminescence, 48 h. Potency, µM (doses to about 46.1 µM), inactives show top-dose activity, negative = less viability, most hits filed as cytotoxic;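 note: NT is the 2HG producing partner of a matched IDH1 knockdown line; potency is the fitted concentration of half-maximal effect; 0% = DMSO-treated cells and -100% = media-only wells without cells; nearly all actives have a fitted effect of over 55% in size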
#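 A 48-hour cytotoxicity screen used HT-1080-NT cells plated 2 hours before compound delivery. ATP-based CellTiter-Glo luminescence measured viability, normalized to DMSO and no-cell controls.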
# SW480 rereplic: inducers of DNA re-replication in SW480 colon cancer cells; SW480 DNA re-replication, Hoechst DNA content imaging, 48 h; Potency, µM (highest dose often 46.1 µM), inactives show at the top dose re-replication activation, usual class: activators; hit rate 1.8% among 340,000; AID 624297; note: potency is the fitted concentration of half-maximal effect; % of control where 0% means no effect; nearly all actives have a fitted effect of over 55% in size
#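 DNA re-replication was detected as more nuclei of elevated Hoechst intensity after 48 hr exposure to compound (23 nL pinned per well of 250 cells).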
# MCF10A rereplic: DNA re-replication induction in MCF 10a cells | AID 624296 | hit rate 2.9% among 350,000 | MCF 10A DNA re-replication, Hoechst nuclear intensity, 48 h | Potency, µM (highest dose often 46.1 µM), inactives show at the highest dose activity, positive = re-replication, hits mostly activators; note: potency is the fitted concentration of half-maximal effect; % of control where 0% means no effect; nearly all actives have a fitted effect of over 50% in size
# WRN inhibitor: inhibitors of human WRN helicase. WRN helicase unwinding, fluorescent forked duplex, kinetic. Potency, µM (series often up to 114 µM), without a hit: top-dose activity change, negative = inhibition, usual class: inhibitors. Q14191. hit rate 0.46% among 360,000; note: potency is the fitted concentration of half-maximal effect; % is set by controls: 0 for no effect and ±100 for the full control effect; nearly all actives have a fitted effect of over 55% in size
# Target sequence (Q14191 whole entry, looked up): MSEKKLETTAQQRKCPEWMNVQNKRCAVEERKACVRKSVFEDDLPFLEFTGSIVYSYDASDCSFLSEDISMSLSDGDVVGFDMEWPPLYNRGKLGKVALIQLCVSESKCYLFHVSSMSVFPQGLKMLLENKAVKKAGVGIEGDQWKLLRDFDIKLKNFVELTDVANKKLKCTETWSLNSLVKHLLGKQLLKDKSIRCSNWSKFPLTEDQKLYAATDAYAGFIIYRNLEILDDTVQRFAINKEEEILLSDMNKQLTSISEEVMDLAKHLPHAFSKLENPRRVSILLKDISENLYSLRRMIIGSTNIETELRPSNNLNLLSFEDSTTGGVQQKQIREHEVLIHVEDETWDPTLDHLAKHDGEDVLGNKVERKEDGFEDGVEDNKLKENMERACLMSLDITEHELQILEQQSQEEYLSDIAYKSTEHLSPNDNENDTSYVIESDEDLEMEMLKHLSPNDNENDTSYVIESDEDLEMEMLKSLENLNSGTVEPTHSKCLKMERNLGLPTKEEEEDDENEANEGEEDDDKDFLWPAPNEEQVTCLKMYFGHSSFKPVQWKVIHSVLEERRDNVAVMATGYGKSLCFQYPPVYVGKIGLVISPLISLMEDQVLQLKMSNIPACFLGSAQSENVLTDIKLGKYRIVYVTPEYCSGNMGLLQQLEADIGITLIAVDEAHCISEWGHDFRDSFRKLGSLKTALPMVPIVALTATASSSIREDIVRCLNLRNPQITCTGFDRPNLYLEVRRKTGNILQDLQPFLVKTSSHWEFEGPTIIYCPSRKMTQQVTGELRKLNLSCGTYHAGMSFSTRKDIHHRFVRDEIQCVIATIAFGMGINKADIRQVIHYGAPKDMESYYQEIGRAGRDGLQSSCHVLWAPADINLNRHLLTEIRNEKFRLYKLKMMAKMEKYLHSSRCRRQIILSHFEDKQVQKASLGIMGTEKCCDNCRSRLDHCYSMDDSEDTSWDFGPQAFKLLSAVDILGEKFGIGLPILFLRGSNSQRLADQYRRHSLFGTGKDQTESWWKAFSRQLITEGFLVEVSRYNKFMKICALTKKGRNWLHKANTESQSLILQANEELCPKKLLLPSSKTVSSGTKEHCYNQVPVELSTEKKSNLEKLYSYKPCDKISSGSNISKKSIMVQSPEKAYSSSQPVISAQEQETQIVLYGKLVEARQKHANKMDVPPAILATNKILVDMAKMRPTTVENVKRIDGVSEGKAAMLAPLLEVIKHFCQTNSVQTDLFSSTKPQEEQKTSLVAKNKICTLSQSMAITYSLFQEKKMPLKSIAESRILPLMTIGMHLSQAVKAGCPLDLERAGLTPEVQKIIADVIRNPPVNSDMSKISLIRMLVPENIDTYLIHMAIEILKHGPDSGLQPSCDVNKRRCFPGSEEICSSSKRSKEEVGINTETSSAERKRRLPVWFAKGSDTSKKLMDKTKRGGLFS
#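 WRN at 20 nM final was preincubated with compound for 15 min at room temperature; reaction started with 100 nM forked duplex oligonucleotide carrying fluorophore and quencher plus 2 mM ATP (final). Unwinding followed kinetically by red fluorescence (ex 525/em 598 nm).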
# IL-1B inflam inh: blocks inflammasome-driven IL-1 beta release | THP-1 LPS/ATP IL-1B secretion, AlphaLISA, 16 h; stronger effect = lower value | activity change, % at 57.5 µM | hit rate 4.7% among 360,000 | AID 743279; in the data active = activity change below about -50%; inconclusive = mostly about -30% to -49%; note: % is set by controls: 0 for no effect and ±100 for the full control effect
#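 THP-1 cells pretreated 1 hr with compounds (up to 57.5 uM final), then stimulated with LPS (250 ng/mL final) plus ATP (1.25 mM final); secreted IL-1B measured by AlphaLISA after 16 hr, decreased signal indicating inhibition.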
# HT1080 IDH1KD tx: toxicity to HT-1080 IDH1 knockdown cells (counter line). HT-1080 IDH1 knockdown viability, ATP luminescence, 48 h. Potency, µM (top dose mostly 46.1 µM), without a hit: top-dose activity, negative = toxicity, actives largely listed as cytotoxic. hit rate 2% among 360,000. AID 686971;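 note: potency is the fitted concentration of half-maximal effect; 0% = DMSO wells and -100% = cell-free medium wells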
#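 Luminescent ATP read-out (CellTiter-Glo, 10 min at room temperature) after 48 h compound exposure at 37 °C gave viability of IDH1-knockdown HT-1080 cells. Activity was normalised to DMSO and cell-free wells, then fitted as concentration-response curves.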
# ATXN2 expr inh: reduces ATXN2 reporter expression in HEK-293 cells; HEK-293 ATXN2-luciferase reporter, luminescence, 24 h; Potency, µM (doses to about 57 µM), for inactives: at the highest dose activity change, negative = inhibition, actives largely listed as inhibitors; hit rate 0.72% among 360,000; note: potency is the fitted concentration of half-maximal effect; % is set by controls: 0 for no effect and ±100 for the full control effect; nearly all actives have a fitted effect of over 55% in size
#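 ATXN2-luciferase reporter cells (luciferase flanked by upstream and downstream ATXN2 gene portions) were treated 24 h at 37 °C with compounds at up to 57 uM. SteadyGlo luminescence gave expression; GF-AFC fluorescence gave viability.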
# KB-3-1 tox: kills parental KB-3-1 adenocarcinoma cells; hit rate 1.4% among 400,000; KB-3-1 viability, CellTiter-Glo ATP luminescence, 72 h; Potency, µM (series often up to 46.1 µM), for inactives: top-dose activity change, negative = cytotoxic, actives largely listed as cytotoxic; AID 1347075; note: potency is the fitted concentration of half-maximal effect; % is set by controls: 0 for no effect and ±100 for the full control effect; nearly all actives have a fitted effect of over 60% in size
#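 Cytotoxicity in the drug-sensitive parental line KB-3-1 was scored as loss of CellTiter-Glo luminescence following 72 h incubation with compound. Values come from curve fitting of normalized concentration-response data.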
# The depositor's hits bear a star; ? = inconclusive; / = no result given; [ ] = another dose, or the depositor's remark. Unless noted, calls come from the whole dose curve; as a rule, active = well fitted curve in the direction sought with a large enough effect; inconclusive = small, poorly fitted or top-dose-only effect, or another doubt; inactive = no such curve, though single readings can be large; an effect the other way counts as inactive or inconclusive.
SMILES,KB-V1 cytotox,HT1080NT lethal,SW480 rereplic,MCF10A rereplic,WRN inhibitor,IL-1B inflam inh,HT1080 IDH1KD tx,ATXN2 expr inh,KB-3-1 tox
CN(CC(=O)Nc1cccc2ccccc12)C(=O)/C=C/c1cccs1,?,-1.0%,?,?,-27.5%[57.1 µM],-17.6,-8.9%,-4.7%,-5.4%
O=C1CCC(Cc2ccccc2)N1 (stereo not drawn),-3.9%,9.3%,-4.8%,-3.7%,-4.2%,-14.3,2.2%,-2.2%,10.9%
CCN(CC)c1ccc(NC(=O)C2CCCC2)cc1,3.2%,1.1%,4.9%,-3.6%,-7.2%,-11.6,-10.1%,12.9%,-24.0%
COC1OC(CO)C(N=C(C)C)C1O (stereo not drawn),?,-1.1%,-0.7%,1.3%,1.6%,1.2,-5.7%,-11.6%,2.7%
NNC(=O)CS(=O)(=O)CS(=O)(=O)CC(=O)NN,0.0%,14.3%,-8.4%,2.7%,-19.5%,28.5,6.5%,-7.6%,-4.6%
O=C(Cn1nnc(-c2cc(C(F)(F)F)cc(C(F)(F)F)c2)n1)NNC(=S)Nc1ccc(Cl)cc1,1.3%,6.0%,2.0%,-8.4%,-12.2%,-12.4,3.3%,-2.4%,0.5%
O=C(COC(=O)COc1ccccc1F)NC1CC1,4.0%,1.0%,-5.2%,1.4%,-0.7%,8.0,2.1%,/,3.5%
c1ccc2cc(CN3CCOCC3)ccc2c1,-4.8%,5.0%,3.9%,-1.5%,-2.2%,-2.8,-0.2%,8.9%,-6.9%
O=C1Nc2ccc(F)cc2C12OCCO2,-29.1%,-14.9%,-0.2%,1.5%,2.8%,-8.2,-3.7%,-6.1%,?
CN(C)CCCNc1nc2cc(-c3ccsc3)sc2c(=O)n1C,-28.5%,?,/,/,4.7%[57.1 µM],?,?,-33.2%,?
CCSc1nnc(NC(=O)COc2ccccc2)s1,-20.2%,2.0%,2.0%,16.7%,-12.7%,-25.9,25.0%,23.3%,1.0%
COc1ccc(C2CC(c3ccccc3)=NN2C(=O)COC(=O)CNC(=O)c2ccccc2)cc1 (stereo not drawn),-1.3%,0.4%,6.8%,17.9%,-10.8%,12.9,3.2%,31.4%,9.3%
COc1ccc(CNC(=O)CN(c2cccc(OC)c2)S(C)(=O)=O)cc1,-16.3%,11.6%,-6.5%,110.5%,-16.8%,-30.0,-3.8%,8.6%,-2.3%
Cc1ccc(S(=O)(=O)NN2C(=O)/C(=C/c3ccccn3)SC2=S)cc1,?,0.9%,-3.2%,10.0%,-35.3%[57.1 µM],-1.5,-5.0%,-9.8%,11.1%
CNC(=O)c1cc(S(=O)(=O)NCc2ccncc2)ccc1OC,0.8%,-2.6%,-8.3%,-12.9%,3.3%,-15.5,-1.5%,-1.6%,-0.7%
O=C(NC1CCCN(CCc2ccccc2)C1)C1CCCC1 (stereo not drawn),0.4%,18.6%,0.8%,3.9%,12.4%,16.6,5.5%,0.5%,-1.7%
Cc1onc(-c2ccccc2)c1C(=O)NCc1ccco1,3.7%,0.0%,-0.1%,1.8%,-17.1%,0.5,-1.3%,0.8%,-0.1%
N#Cc1cc2c(nc1SCc1ccccc1)CCCCC2,-4.0%,5.5%,-2.5%,4.1%,0.9%,14.8,6.4%,30.5%,-10.9%
Cc1cc(CNC(=O)COc2ccc(F)cc2F)c2ccccc2n1,?,-25.9%,-4.0%,3.5%,-10.0%,-16.2,-9.7%,10.2%,-34.0%
CCc1nc2ccc(C(=O)N(C)Cc3ccccc3)cn2c1N(CC)Cc1cccc(Br)c1,-2.6%,?,/,/,-12.2%,?,?,?,0.0%
O=C(Cn1cc(C(F)(F)F)ccc1=O)Nc1cccc(S(=O)(=O)N2CCOCC2)c1,0.0%,21.1%,-5.2%,-1.9%,-22.2%[57.1 µM],7.1,9.3%,1.8%,-1.1%
O=C(Nc1nccs1)C1CCCN1/C=C/C(=O)C(F)(F)F (stereo not drawn),19.7%,-0.1%,-2.6%,-2.5%,2.4%,8.4,-5.1%,/,-0.1%
C[C@H](O)[C@@H]1CN2CCc3c([nH]c4ccccc34)[C@@H]2C[C@@H]1N(C)C(=O)NC1CCCCC1,-3.9%,-9.8%,/,/,-1.4%,6.7,-27.1%,9.7%,7.7%
O=C(CN1C(=O)NC2(CCc3ccccc32)C1=O)Nc1ccc(Cl)cc1F (stereo not drawn),-19.4%,-11.8%,/,/,-0.4%,-2.2,-18.8%,/,0.0%
Cc1ccc(NS(=O)(=O)c2ccc3c(c2)NC(=O)CO3)cc1Cl,-15.1%,-6.2%,5.0%,-1.3%,-4.7%,-12.4,-9.5%,/,-8.7%
CC(C)Nc1ncnc2c1ncn2[C@H]1CN(Cc2ccncc2)C[C@@H](CO)O1,5.3%,13.7%,/,/,1.8%[57.1 µM],22.2,8.0%,-1.6%,-5.1%
CC(=O)Nc1ccc2nc(SCC(=O)O)sc2c1,?,16.5%,-1.5%[9.22 µM],0.7%,-3.3%,24.2,0.1%,2.9%,4.4%
CC(=NNC(=S)N1CC2CCC(CC2)C1)c1ccncn1,0.0%,16.4µM*,?,45.4%,4.9%,0.0,?,0.316µM*,?
CCOC(=O)C1=CC[C@@H](c2ccccc2)N(S(=O)(=O)c2ccc(C)cc2)[C@H]1C=C(C)C,-21.2%,-20.7%,/,/,-12.2%,8.8,?,-19.4%,?
Cc1ccc(N=C2NC(=O)/C(=C/c3cccn3C)S2)cc1C,?,-0.8%,?,14.6µM*,7.5%,19.7,-20.4%,16.1%,?
CN(C)CCn1c(=O)n(Cc2ccco2)c(=O)c2c3c(sc21)CCCCC3,26.8%,6.0%[9.24 µM],20.6%,?,-2.2%,14.4,-9.9%,-5.2%,2.8%
CCN(CC(=O)Nc1c(F)cccc1F)C(=O)c1ccc(S(=O)(=O)N2CCCCC2)cc1,?,5.8%,-4.3%,-4.2%,9.2%,-1.9,4.7%,-6.7%,-4.0%
Cc1ccc(S(=O)(=O)N(C)CC(=O)OCC(=O)N2CC(=O)Nc3ccccc32)cc1,?,-0.1%,-4.6%,-0.5%,11.4%,0.0,-2.3%,/,-19.3%
Cc1nn(CC#N)c(=O)n1-c1ccc(F)cc1,18.4%,0.2%,0.4%[9.22 µM],?,-1.7%,-1.9,-1.7%,-7.0%,1.1%
O=C(NCc1ccccc1Cl)c1cnc2n(c1=O)CCS2,2.4%,1.7%,-5.2%,0.8%,-0.7%,-1.5,2.3%,1.0%,3.6%
Cc1cc(OCc2cc(C(=O)N(C)CCCN3CCOCC3)no2)cc(C)c1Cl,-12.9%,?,20.4%,?,1.3%,?,?,-27.6%,-6.9%
Cc1onc(-c2ccccc2Cl)c1C(=O)OCC(=O)c1ccc[nH]1,0.0%,11.9%,11.7%,-2.3%,-6.8%,-3.6,7.7%,9.6%,1.4%
CN(C)CCCN(Cc1ccccc1)C(=S)Nc1ccc(F)c(Cl)c1,?,?,-1.0%,?,-6.6%,?,?,?,13.7%
CC(OC(=O)CN1C(=O)COc2ccccc21)C(=O)NCc1ccc(F)cc1 (stereo not drawn),1.2%,-1.6%,-15.1%,-13.3%,4.0%,14.0,-1.6%,2.7%,-1.7%
C=CCn1c(CC#N)nnc1N1CCOCC1,4.8%,-0.7%,-2.4%,3.8%,-0.5%,13.0,-3.8%,1.7%,8.2%
C/C(=N/NC(=O)c1ccncc1)c1cc2ccc(O)cc2oc1=O,-7.3%,-1.3%,61.5%,?,2.5%,0.0,-16.5%,-4.5%,-1.9%
COc1ccc(Cc2nc3ccc(C(=O)NCc4cc(C)no4)cc3o2)cc1,-7.5%,2.6%,/,/,-8.5%,-11.1,13.8%,84.8%[activator],0.0%
CCCCn1c(N)c(N(CCC(C)C)C(=O)CC2CCCC2)c(=O)[nH]c1=O,1.6%,6.3%,-0.5%,4.2%,-5.4%,-1.6,9.6%,5.6%,?
O=C(CN1CCCc2ccccc21)Nc1cccc(S(=O)(=O)N2CCOCC2)c1,0.0%,0.0%,-1.2%,-0.6%,-12.8%,1.7,0.1%,6.3%,-3.5%
CCn1c(=O)c(-c2cc(=O)[nH][nH]2)c(O)c2ccccc21,24.7%,4.3%,-13.7%,-15.8%,-7.2%,-3.3,7.3%,0.8%,-4.2%
COc1cc(/C=C/C(=O)OCC(=O)Nc2ccc3c(c2)OCCO3)ccc1OCC#N,1.1%,8.7%,-2.3%,4.9%,3.0%,-12.9,3.1%,8.6%,2.0%
CCOc1ccc(C(C)=O)cc1COc1ccc(-n2cnnn2)cc1,-14.2%,-0.9%,-4.6%,3.5%,-17.7%,-57.1*,-1.9%,-17.3%,-9.0%
CC(=O)N1CCN(c2ccccc2NC(=O)COc2ccc(Cl)cc2Cl)CC1,?,-17.4%,-1.3%,4.3%,-29.5%,-6.9,-17.4%,-8.8%,-22.7%
O=C(Nc1cccc(S(=O)(=O)N2CCCCC2)c1)c1cnccn1,?,-7.0%,-1.5%,-11.5%,-5.7%,10.3,-7.1%,4.8%,-4.6%
C=CCN(c1ccc(C(=O)NCCSc2ccccc2)cc1)S(C)(=O)=O,17.8%,-18.5%,6.0%,1.5%,-3.6%,2.2,-2.8%,6.2%,-27.3%
O=C(Nc1cccc(C(=O)NC2CCCC2)c1)c1ccccc1,-20.3%,-4.7%,-0.3%,1.6%,-3.1%,?,-11.0%,-3.6%,1.7%
